HCT116 PTEN-null: growth suppression of PTEN-null HCT116, primary screen, cell-based, CellTiter-Glo; HCT116 PTEN-null viability, 60 h; hits give low values; AID 827, 2007; actives 1.2% (n = 140,000); viability, % at 10 µM;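 active = viability at or below a set limit, 4 SD under the median of all tested compounds, cut at about 3.7% in these data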;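 also: PTEN knockout HCT116 line with beta catenin targeted HCT116 as companion control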
GALR2 blocker: GALR2 antagonists in receptor-expressing cells, primary screen | inhibition, % at 4 µM | actives 0.39% (n = 140,000) | Galanin receptor type 2 (Homo sapiens), O43603 | antagonist mode; in the data active = inhibition above about 27%;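 also: cells stimulated with galanin 1-16 at roughly its EC80; 0% = agonist challenge control and 100% = basal control without agonist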
Target sequence (O43603 whole entry, looked up): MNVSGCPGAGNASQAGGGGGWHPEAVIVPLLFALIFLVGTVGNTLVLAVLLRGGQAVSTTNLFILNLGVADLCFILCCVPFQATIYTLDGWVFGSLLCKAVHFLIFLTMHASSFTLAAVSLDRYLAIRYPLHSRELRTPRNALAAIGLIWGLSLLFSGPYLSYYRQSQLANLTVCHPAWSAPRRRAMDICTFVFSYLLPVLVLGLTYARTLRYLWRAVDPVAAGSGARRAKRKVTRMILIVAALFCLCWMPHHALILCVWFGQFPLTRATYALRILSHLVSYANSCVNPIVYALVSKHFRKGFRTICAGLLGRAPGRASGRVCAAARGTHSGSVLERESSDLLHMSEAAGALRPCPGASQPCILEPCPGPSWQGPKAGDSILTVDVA
NPY-Y2 antag: NPY-Y2 receptor antagonists, primary screen, cell-based; NPY-Y2 expressing cells, antagonist mode; AID 793, 2007; actives 0.99% (n = 140,000); Neuropeptide Y receptor type 2 (Homo sapiens), P49146; inhibition, % at 2.7 µM; in the data active = inhibition above about 17%;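 also: 0% = vehicle with agonist challenge and 100% = reference antagonist with challenge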
Target sequence (P49146 whole entry, looked up): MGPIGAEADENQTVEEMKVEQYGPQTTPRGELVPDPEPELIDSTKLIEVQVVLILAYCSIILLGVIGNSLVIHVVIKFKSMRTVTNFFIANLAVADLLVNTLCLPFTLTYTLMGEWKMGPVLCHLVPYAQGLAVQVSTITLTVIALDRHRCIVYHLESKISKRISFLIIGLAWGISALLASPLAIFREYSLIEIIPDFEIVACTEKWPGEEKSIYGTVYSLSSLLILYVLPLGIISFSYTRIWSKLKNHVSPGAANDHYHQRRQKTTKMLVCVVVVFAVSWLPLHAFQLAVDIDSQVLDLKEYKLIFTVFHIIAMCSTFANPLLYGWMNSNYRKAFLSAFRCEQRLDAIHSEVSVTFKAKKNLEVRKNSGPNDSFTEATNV
Yeast lifespan up: compounds extending yeast replicative lifespan, primary screen, S. cerevisiae, OD615. actives 0.68% (n = 130,000). S. cerevisiae growth with nicotinamide; deaD strain in restrictive glucose medium. inhibition of the nicotinamide effect, % at 10 µM;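 active = inhibition above a set limit, placed 3 SD over the median of all compounds, cut at about 26% in these data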;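 also: 0% = nicotinamide-treated wells and 100% = cells grown without nicotinamide; some compounds called inactive have numbers as strong as hits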
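Buffer or medium: CSMM-D glucose medium, restrictive; test system: modified budding yeast, DeaD strain; compound: single dose 10 µM compound, 0.25% DMSO; schedule: culture preincubation 4 h, compound exposure 48 h, both 30 °C; detection: optical density (absorbance) at 615 nm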
Phagocyt inh: inhibitors of macrophage phagocytosis, primary screen, imaging, J774A.1 cells, IgG beads; J774A.1 macrophage IgG-bead phagocytosis; actives 0.07% (n = 110,000); inhibition, % at 5 µM;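 active = inhibition above the mean of the plate negative controls plus 5 SD, cut at about 13% in these data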;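 also: phagocytic index as fraction of beads internalized from green versus red external bead signal; plate controls were DMSO negative control for no effect and cytochalasin-D positive control for full effect; some results beyond the cut were filed as inactive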
MRP-1 activ: H69AR viability gain despite doxorubicin, primary screen, MRP-1 activator project, H69AR cells, CellTiter-Glo | actives 0.61% (n = 140,000) | AID 799, 2007 | viability rescue | viability increase, % at 10 µM;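 active = viability gain under doxorubicin at or above a set limit, the compound median plus 3 SD, cut at about 4.7% in these data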;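 also: MRP-1 overexpressing cells given doxorubicin 25 µM after compound pretreatment; 18-22 h compound pretreatment then 72 h with doxorubicin before readout; 0% = doxorubicin-only wells and 100% = vehicle-treated cells without doxorubicin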
HCT116 bCat-KO: primary screen for growth suppressors in beta-catenin knockout HCT116 cells (colon tumor, human); HCT116 beta-catenin knockout viability, CellTiter-Glo, 60 h; hits give low values; viability, % at 10 µM; actives 1.5% (n = 140,000); AID 818, 2007;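 active = viability at or under a set limit, the compound median less 4 SD, cut at about 6% in these data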;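 also: 0% = Hyamine 1622 control at 20 µM and 100% = untreated cell control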
Yeast growth inh: growth inhibitors of yeast BB579 in restrictive medium, primary screen, yeast lifespan-shortening project, S. cerevisiae. inhibition, % at 10 µM. actives 0.51% (n = 140,000). AID 804, 2007. OD615, 48 h;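 active = inhibition above a set limit, 3 SD over the mean compound inhibition, cut at about 44% in these data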; also: inactives centre near -24
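Test system: DeaD yeast strain BB579 / Buffer or medium: restrictive glucose-based CSMM-D medium / Doses: single 10 µM dose / Schedule: 4 h cell preincubation, 48 h compound exposure, 30 °C humidified / Technique: culture absorbance at 615 nm / Controls: amphotericin B positive control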
E-sel TNF inh: E-selectin induction blockers in HUVEC – imaging, immunofluorescence, high content, primary screen. inhibition, % at 2 µM. actives 0.71% (n = 120,000). AID 1246, 2008. HUVEC TNFa-induced E-selectin immunofluorescence;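 active = inhibition above the batch mean plus 3 SD, and confirmed as a hit on visual image review, cut at about 43% in these data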;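 also: 0% = TNF-stimulated DMSO wells and 100% = unstimulated control wells; not every result past the cut was called active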
Measles CPE: compounds protecting cells from measles virus cytopathic effect, primary screen, measles RdRp inhibitor project, single point, MLSMR library, absorbance; AID 841, 2007; Measles virus-infected cells, CPE protection; actives 1.5% (n = 140,000); protection (pct of control), % at 4 µM; in the data active = protection mostly above about 24%, no sharp cut-off; inactive = mostly below about 26%; also: some compounds called inactive have numbers as strong as hits
Numbers without * were called inactive; · = not tested or not shown.

SMILES | HCT116 PTEN-null | GALR2 blocker | NPY-Y2 antag | Yeast lifespan up | Phagocyt inh | MRP-1 activ | HCT116 bCat-KO | Yeast growth inh | E-sel TNF inh | Measles CPE
COc1ccc(-n2c(SCC(=O)N3CCN(c4ccccc4)CC3)nc3c(c2=O)SCC3)cc1 | 81 | -18 | 2 | -3 | · | -4.4 | 84 | -11 | 43 | 3
COc1ccc(S(=O)(=O)CCC(=O)NCCc2ccc(Cl)cc2)cc1 | 107 | -7 | 2 | -3 | -1 | 0.1 | 96 | -23 | · | 13
N=c1nc(-c2ccccc2)ccn1O | 94 | 2 | 3 | -4 | 1 | -0.1 | 100 | -2 | · | 21
O=C(Nc1ncc(Cc2cccc(Cl)c2)s1)c1cccs1 | 42 | 4 | 3 | -16 | 1 | -1.9 | 33 | -93 | 6 | 2
C#CCOCCOCCOCCNc1nc(N2CCN(C(=O)Cn3cc(CCO)nn3)CC2)nc(N2CCN(C(=O)[C@H]([C@@H](C)O)n3cc(CCCCN)nn3)CC2)n1 | 96 | -10 | -3 | 1 | · | -1.3 | 94 | -31 | -14 | 17
O=C(NCCN1CCOCC1)C1CC(=O)N(c2ccc(F)c(Cl)c2)C1 (stereo not given) | 94 | -4 | 0 | -10 | 0 | 0.1 | 97 | -53 | -15 | 9
CCOC(=O)c1oc2cccc(O)c2c1C | 89 | 5 | 6 | -16 | -3 | -2.3 | 93 | -32 | -1 | 13
CN(Cc1cn(-c2ccccc2)nc1-c1ccc(F)cc1)C(=O)CCC(=O)O | 95 | 11 | 0 | -3 | -4 | -2.3 | 99 | -4 | · | 11
CCOc1ccccc1NC(=O)c1c(Br)cnn1C | 87 | 4 | 5 | -6 | · | -0.9 | 99 | 1 | · | 12
O=C(Nc1ccc(-c2cn3ccsc3n2)cc1)C1CCCC1 | 81 | 1 | -3 | -10 | 0 | -2.6 | 91 | -39 | -5 | 4
Cc1cc(C)n(C(=O)CN2C(=O)COc3ccccc32)n1 | 85 | 3 | 3 | -1 | 0 | 0.3 | 91 | 12 | -22 | 3
Cc1cc2ncn(C(=O)N3CCCC3)c2cc1C | 102 | -1 | 1 | · | · | -0.3 | 100 | -13 | -32 | 9
O=C(CSc1nnc(Cc2ccccc2)o1)NCc1ccco1 | 93 | -15 | 1 | -7 | -1 | -2.8 | 87 | -16 | · | 11
Cc1cccc(CC2S/C(=N/N=C/c3ccco3)N(c3ccccc3)C2=O)c1 (stereo not given) | 93 | 0 | 1 | 0 | · | 1.0 | 77 | -35 | -16 | 13
CCCCCCC(=O)N(O)C1CC(=O)N(c2ccccc2)C1=O (stereo not given) | 64 | 1 | 1 | -3 | -1 | -5.8 | 54 | -27 | 10 | 2
O=C(CCS(=O)(=O)c1cccc2nonc12)NCCc1ccccc1Cl | 107 | 5 | 2 | 1 | -2 | -0.9 | 95 | -34 | -5 | 19
Cc1nn2c(N3CCN(C4CCCC4)CC3)cc(C(C)(C)C)nc2c1-c1ccccc1 | 112 | 10 | 3 | -5 | -2 | -0.8 | 98 | -72 | -5 | 12
COCCn1c(SCC(=O)Nc2cc(C(C)(C)C)nn2-c2ccccc2)nc2ccccc2c1=O | 47 | -7 | 2 | 5 | · | -4.0 | 67 | -42 | · | 19
Cc1nnc(SCC(=O)N2c3ccccc3CC2C)s1 (stereo not given) | 101 | 0 | -2 | -12 | 0 | -2.6 | 103 | -47 | -27 | 31
CCCn1c(C)cc(C(=O)COC(=O)CN=C2NS(=O)(=O)c3ccccc32)c1C | 95 | -1 | 1 | -1 | · | -1.1 | 100 | -17 | · | 10
O=C(/C=C/c1ccco1)NC(=S)Nc1ccccn1 | 82 | -1 | -1 | -10 | 0 | -2.8 | 86 | -26 | -28 | 9
Cc1ccc(NC(=O)NNc2cccc(Cl)n2)cc1 | 102 | 1 | -2 | 18 | · | -0.1 | 95 | -67 | -4 | 8
Cc1ccc(S(=O)(=O)N2CCN(C3CCC(c4ccccc4)CC3)CC2)cc1 (stereo not given) | 87 | 8 | -3 | 1 | 0 | 1.3 | 96 | -9 | 5 | 3
CC(=O)c1ccc(NC(=O)Nc2cccc(Cl)c2)cc1 | 50 | 0 | -1 | -16 | · | -1.8 | 61 | -30 | 10 | 22
O=c1cc(Nc2ccc3c(c2)OCCO3)[nH]c(=O)n1-c1ccc(Br)cc1 | 46 | 3 | 1 | · | · | -6.4 | 28 | -12 | -7 | 23

The results go on.
SMILES | HCT116 PTEN-null | GALR2 blocker | NPY-Y2 antag | Yeast lifespan up | Phagocyt inh | MRP-1 activ | HCT116 bCat-KO | Yeast growth inh | E-sel TNF inh | Measles CPE
COc1cc(C(C#N)N2N=C(c3ccccc3)CC2c2ccccc2)ccc1O (stereo not given) | 78 | 12 | 4 | -30 | · | -4.8 | 75 | -39 | 22 | 18
Cc1ccc(/C=N/NC(=O)c2ccc(Br)o2)s1 | 94 | 17 | -2 | -9 | -7 | -2.7 | 94 | -6 | · | 10
CN(C)CCCN1C(=O)c2oc3ccc(Cl)cc3c(=O)c2C1c1cccnc1 (stereo not given) | 93 | -5 | 0 | 24 | -1 | -1.0 | 96 | -23 | · | 14
O=C(Nn1c(-c2ccccc2)nc2ccccc2c1=O)c1cccs1 | 82 | 22 | -1 | 9 | · | -2.7 | 75 | -18 | · | 7
Cc1ccc(C(=O)CCC(=O)Nc2cccc(C(F)(F)F)c2)cc1 | 102 | 2 | 9 | -4 | · | -0.1 | 102 | -16 | -20 | 4
CCOC(=O)c1cc2c(c(CSc3nc4ccccc4c(=O)n3Cc3ccco3)c1)OCOC2 | 86 | -4 | 2 | 2 | -2 | -1.9 | 87 | -50 | 18 | 3
CCc1ccc(S(=O)(=O)NCCc2csc(-c3ccccc3)n2)s1 | 73 | -6 | 8 | 35 | 0 | -4.8 | 67 | -18 | 4 | 14
CN(C)/C=N/c1c(C#N)cnn1-c1ccc(C(F)(F)F)cn1 | 97 | 1 | 3 | -14 | -2 | 0.8 | 83 | -11 | · | 4
C=CCn1c(=NC(=O)c2sc3ccccc3c2Cl)sc2cc(S(N)(=O)=O)ccc21 | 45 | -8 | 0 | 5 | 0 | -4.8 | 35 | -49 | · | 5
CCN1C/C(=C/c2cccc([N+](=O)[O-])c2)C(=O)/C(=C/c2cccc([N+](=O)[O-])c2)C1 | 1.6* | 10 | 1 | 19 | -3 | -4.6 | 1.7* | -58 | · | 0
CC(C)NC(=O)NC1C2CC3CC(C2)CC1C3 (stereo not given) | 89 | -15 | 3 | -5 | -1 | -1.8 | 89 | -5 | 3 | 11
CC1=C(C(=O)OCc2ccccc2)C(c2ccc(N(C)C)cc2)NC(=O)N1 (stereo not given) | 100 | 0 | 6 | · | · | -0.6 | 99 | -30 | 5 | 2
C[N+]1(CC(=O)OCCCc2ccccc2)CCCC1 | 95 | 2 | 0 | 4 | -7 | -2.2 | 89 | -17 | · | 16
CC(C)Oc1cccc(C(=O)Nc2ccc(N3CCN(S(C)(=O)=O)CC3)cc2)c1 | 88 | -5 | 5 | 0 | -3 | -0.5 | 83 | -25 | -13 | 2
O=C(OC(C(=O)NCc1cccs1)c1ccc(F)cc1)c1ccco1 (stereo not given) | 97 | 1 | 0 | 1 | -3 | -1.2 | 99 | -14 | -1 | 15
N#Cc1cc2sc3nc4ccccc4n3c2cc1C#N | 105 | -7 | 1 | -12 | -3 | 0.0 | 102 | -16 | -4 | 13
Nc1nonc1NC(=O)CSc1ncccc1C(=O)O | 107 | -3 | 4 | -4 | 0 | 0.1 | 88 | 12 | -2 | 5
CCOc1ccccc1CNC(=O)c1c([N+](=O)[O-])c(C)nn1C | 95 | -4 | -2 | 6 | -2 | 0.3 | 95 | 8 | · | 12
CN(Cc1ccccc1)C(=O)CSc1nnc(-c2ccco2)n1-c1ccccc1 | 94 | -9 | 3 | -1 | 1 | -0.9 | 97 | -41 | -9 | 15
COc1ccccc1C(=O)Nc1cccc(-c2cn3ccsc3n2)c1 | 89 | -1 | 6 | -12 | -1 | -0.2 | 97 | -49 | 28 | 4
COc1ccccc1C(=O)Nc1ccc2oc(-c3ccc(F)cc3)nc2c1 | 95 | -3 | 7 | -7 | -2 | -1.1 | 97 | -45 | 0 | 8
COc1ccccc1OCc1nnc(SCCN2CCOCC2)o1 | 99 | 5 | 1 | 1 | -3 | -0.6 | 93 | 3 | 4 | 18
CCOC(=O)c1cnn(CCOC(=O)c2ccc(OC)cc2)c1NC(=O)c1ccc(OC)cc1 | 91 | -6 | 2 | 5 | -6 | -1.7 | 78 | 4 | 7 | 13
O=C(CSc1nnc(COc2ccccc2Cl)o1)NC(=O)NC1CCCC1 | 108 | 2 | 5 | -11 | 0 | 0.5 | 95 | -42 | 19 | 34
O=C(NCc1ccccc1)C1CCCN(S(=O)(=O)c2cccs2)C1 (stereo not given) | 99 | -6 | -1 | -8 | · | -0.6 | 101 | -48 | 5 | 8

Random excerpt: 2 entries already listed.
SMILES | HCT116 PTEN-null | GALR2 blocker | NPY-Y2 antag | Yeast lifespan up | Phagocyt inh | MRP-1 activ | HCT116 bCat-KO | Yeast growth inh | E-sel TNF inh | Measles CPE
CCOC(=O)c1cc2c(c(CSc3nc4ccccc4c(=O)n3Cc3ccco3)c1)OCOC2 | 86 | -4 | 2 | 2 | -2 | -1.9 | 87 | -50 | 18 | 3
CN(Cc1ccccc1)C(=O)CSc1nnc(-c2ccco2)n1-c1ccccc1 | 94 | -9 | 3 | -1 | 1 | -0.9 | 97 | -41 | -9 | 15

(listing goes on)
SMILES | HCT116 PTEN-null | GALR2 blocker | NPY-Y2 antag | Yeast lifespan up | Phagocyt inh | MRP-1 activ | HCT116 bCat-KO | Yeast growth inh | E-sel TNF inh | Measles CPE
COCCn1nnnc1C(c1cccs1)N1CCN(c2cc(C)ccc2C)CC1 (stereo not given) | 57 | 8 | 11 | -10 | 3 | 0.9 | 58 | 16 | -29 | 1
Cc1ccc(C)c(OCCCC(=O)Nc2nccs2)c1 | 68 | -10 | -1 | -14 | 0 | -0.6 | 84 | -27 | -6 | 5
CCOC(=O)N1CCN(C(=O)CS(=O)Cc2nc(-c3ccc(C)cc3)oc2C)CC1 (stereo not given) | 92 | 2 | 0 | -10 | · | -2.2 | 90 | -15 | -10 | 3
CC(C)CN(CC(C)C)S(=O)(=O)N1CCC(C(=O)NC2CCCCCCC2)CC1 | 89 | 9 | 6 | 6 | -3 | -1.3 | 83 | -32 | -11 | 13
O=S(=O)(c1ccc(Oc2ccc(-c3nnco3)cc2)nc1)N1CCC(Cc2ccccc2)CC1 | 87 | 5 | 4 | -14 | · | -0.7 | 88 | -101 | -6 | 43*
COc1ccccc1N1CCN(CC(O)COCCOc2ccc(Br)cc2)CC1 (stereo not given) | 51 | -2 | 7 | 0 | -3 | -0.1 | 56 | 12 | · | 24
CCCCCNCc1cccn1C | 97 | -4 | 3 | -11 | 0 | -4.1 | 99 | -2 | -19 | 9
